Source: PubChem BioAssay (National Center for Advancing Translational Sciences (NCATS))
KDM5B inh – KDM5B demethylase inhibition; Q9UGL1; KDM5B demethylase, FDH-coupled NADH fluorescence (FDH is formaldehyde dehydrogenase); Potency, µM (top dose mostly 57.7 µM), for inactives: at the top dose activity change, negative = inhibition, actives largely listed as inhibitors; actives 2.6% (n = 220,000); AID 1347165; active means well fitted inhibition curve with a large enough effect; inconclusive means small, poorly fitted or top-dose-only effect; inactive means no such curve, though single readings can be large or run the other way; further: 0% is about no effect; nearly all actives have a fitted effect of over 70% in size
Target sequence (Q9UGL1 whole entry, looked up): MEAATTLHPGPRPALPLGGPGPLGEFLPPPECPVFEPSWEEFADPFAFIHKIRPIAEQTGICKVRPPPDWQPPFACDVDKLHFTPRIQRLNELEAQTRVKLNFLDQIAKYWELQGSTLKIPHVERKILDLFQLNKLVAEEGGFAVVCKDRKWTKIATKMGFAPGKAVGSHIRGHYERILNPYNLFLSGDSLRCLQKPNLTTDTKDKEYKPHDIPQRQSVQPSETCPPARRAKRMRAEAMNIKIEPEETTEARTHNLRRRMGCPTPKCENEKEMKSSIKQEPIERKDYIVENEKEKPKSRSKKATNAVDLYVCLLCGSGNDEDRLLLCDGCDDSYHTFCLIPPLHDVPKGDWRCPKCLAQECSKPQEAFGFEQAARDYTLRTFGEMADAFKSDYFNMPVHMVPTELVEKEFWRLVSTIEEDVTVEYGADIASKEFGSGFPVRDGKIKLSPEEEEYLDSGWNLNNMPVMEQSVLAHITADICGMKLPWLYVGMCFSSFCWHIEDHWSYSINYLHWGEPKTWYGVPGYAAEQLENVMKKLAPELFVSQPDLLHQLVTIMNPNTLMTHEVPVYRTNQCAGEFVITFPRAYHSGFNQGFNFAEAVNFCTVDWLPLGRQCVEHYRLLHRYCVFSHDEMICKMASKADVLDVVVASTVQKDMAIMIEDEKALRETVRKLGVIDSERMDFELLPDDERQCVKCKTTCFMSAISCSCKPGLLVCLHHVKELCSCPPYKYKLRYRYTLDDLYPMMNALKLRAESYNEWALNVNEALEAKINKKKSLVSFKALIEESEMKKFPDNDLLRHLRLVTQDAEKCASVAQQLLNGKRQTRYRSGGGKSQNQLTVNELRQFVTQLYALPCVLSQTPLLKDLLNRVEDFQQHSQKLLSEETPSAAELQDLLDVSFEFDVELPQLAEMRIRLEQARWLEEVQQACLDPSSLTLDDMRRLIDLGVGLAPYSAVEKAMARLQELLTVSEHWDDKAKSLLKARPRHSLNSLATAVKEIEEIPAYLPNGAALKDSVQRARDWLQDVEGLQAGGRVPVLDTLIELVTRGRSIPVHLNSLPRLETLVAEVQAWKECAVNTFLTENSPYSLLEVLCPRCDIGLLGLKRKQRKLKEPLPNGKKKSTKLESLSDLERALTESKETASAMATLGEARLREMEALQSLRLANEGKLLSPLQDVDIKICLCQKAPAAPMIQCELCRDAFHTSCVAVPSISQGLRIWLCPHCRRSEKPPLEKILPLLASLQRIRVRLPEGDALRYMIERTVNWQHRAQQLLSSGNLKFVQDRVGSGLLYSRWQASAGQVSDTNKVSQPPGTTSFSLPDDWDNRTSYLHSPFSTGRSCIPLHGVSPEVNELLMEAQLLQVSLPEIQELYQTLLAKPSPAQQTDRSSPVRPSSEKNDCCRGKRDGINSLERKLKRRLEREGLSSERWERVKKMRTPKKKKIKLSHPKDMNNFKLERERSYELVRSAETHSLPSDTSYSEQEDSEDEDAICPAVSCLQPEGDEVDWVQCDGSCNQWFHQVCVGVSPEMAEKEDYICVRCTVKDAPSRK
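Inhibition is measured as reduced NADH fluorescence generation from FDH coupling to formaldehyde release. Truncated KDM5BΔAP at 200 nM final acts on H3K4me3 peptide (12.5 µM in substrate mix) in pH 7.5 HEPES buffer with Tween-20, 30 min, room temperature.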
Numbers without * were called inactive; ? = inconclusive; [ ] = dose if it differs, or a comment. Potency means the concentration at half of the fitted maximal effect. A portion of the library (hit frequency here may not be typical).

mol	KDM5B inh
CC(NC(=O)CSc1ncccc1C(=O)O)C1CC2CCC1C2 (stereo not drawn)	4%
Cc1ccc(C(=O)OCC(=O)c2ccc(-c3ccccc3)cc2)s1	9%
CCc1ccc(C2CC(=O)Oc3c2c(=O)n(C)c2ccccc32)cc1 (stereo not drawn)	-29%
CCOCc1nnc(NC(=O)CS(=O)(=O)c2ccc(C)cc2)s1	-13%
O=C1CCN(Cc2cccnc2)CCCC(C(=O)NCCCn2cccn2)CCN1 (stereo not drawn)	?
COc1ccc(CN2CCC3(CC2)C(C(=O)O)CC(=O)N3C)cc1 (stereo not drawn)	-6%
CCC(C)NC(=O)c1ccc2nc(Cc3ccc(OC)cc3)oc2c1 (stereo not drawn)	-28%
COc1ccc(Cl)cc1NC(=O)CSc1nc(-c2ccccc2)c2ccccc2n1	-8%
Cc1noc(C)c1S(=O)(=O)N1CCC2(CC1)CC(N(C)Cc1ccccc1)CCO2 (stereo not drawn)	4%
CN1[C@@H](CCC(=O)NCc2ccccc2)CNC(=O)[C@@H]2[C@H]1CCN2Cc1cccc(OC(F)(F)F)c1	?
O=C(Cc1ccc(F)cc1)N1CCC(n2cc(-c3nc(-c4ccccc4)no3)nn2)CC1	-10%
O=C(/C=C/c1ccc(F)cc1)N1CCc2ccccc2C1	?
CC(C)CCNC(=O)Nc1c(NC2CCCC2)c2ccccc2oc1=O	12%
CNC(=O)C1CCN(CC(=O)N(C)CC(=O)Nc2ccc(Cl)c(C(F)(F)F)c2)CC1	6%
CC(C)c1ccc(NC(=O)c2ccc(F)c(S(=O)(=O)N3CCN(c4ccccc4F)CC3)c2)cc1	-10%

Brought forward from above: 2 entries; new compounds follow.
mol	KDM5B inh
CNC(=O)C1CCN(CC(=O)N(C)CC(=O)Nc2ccc(Cl)c(C(F)(F)F)c2)CC1	6%
CC(C)c1ccc(NC(=O)c2ccc(F)c(S(=O)(=O)N3CCN(c4ccccc4F)CC3)c2)cc1	-10%
O=C1CCC/C(=N/NC(=O)c2cc(-c3ccc(Cl)cc3)nc3ccccc23)C1	-12%
COc1ccc(N2C(=O)C3(CCCCC3)C2C(=O)NCCCN2CCCC2=O)cc1 (stereo not drawn)	6%
CCCc1cc(=O)oc2cc(OCC(=O)OC)ccc12	?
COc1ccc(-c2noc(C(=O)NC(C)C)c2[C@H](C)O)cc1	1%[86.2 µM]
COc1cccc2cc(-c3cc(=O)oc4ccc(OS(C)(=O)=O)cc34)oc12	17%
CNC(=O)C(=O)NCC1OCCCN1S(=O)(=O)c1ccc(F)cc1C (stereo not drawn)	34%
O=S(=O)(c1ccc2c(c1)OCCO2)c1nc(-c2ccco2)oc1NCCCn1ccnc1	10%
Cc1ccc(OCc2ccc(-c3nc(C#N)c(NCc4cccnc4)o3)o2)cc1	?
COc1cccc(CN2C(=O)c3ccccc3C2C(=O)NCCc2ccc(OC)c(OC)c2)c1 (stereo not drawn)	-14%
COc1ccc(CC(=O)N2CC[C@@H](CC(=O)O)[C@@H](CCN3CCC(n4c(=O)[nH]c5ccccc54)CC3)C2)cc1	-12%
Cc1ccc(NC(=O)NCCc2c(C)nn(C)c2C)cc1Cl	?
CCCCC1CCC(C(=O)N2CC(=O)Nc3ccc(Br)cc3C2c2ccc(F)cc2)CC1 (stereo not drawn)	-20%
Cc1ccc2sc(N(Cc3cccnc3)C(=O)CCOc3ccccc3)nc2c1C	-29%
CC(C)(C)c1ccc(C(=O)NCCCCCCNC(=O)c2ccc(C(C)(C)C)cc2)cc1	18%
COCCN1C(=O)c2cccn2CC1CNC(=O)c1ccc(OC)nc1 (stereo not drawn)	28%
O=C(CN1CCOCC1)N1CCC(c2nc(CCOCC3CCCC3)no2)C1 (stereo not drawn)	-20%
Cn1ncc(N2CCCC(CC(=O)NCCc3ccccc3)C2)cc1=O (stereo not drawn)	15%
CC(=O)N1CCc2cc(C(=O)C(C)n3nnc(-c4ccccc4)n3)ccc21 (stereo not drawn)	19%
CC1=C[C@@H](CNC2CCOCC2)[C@H](C(C)C)C[C@H]1Cc1nc2ccccc2[nH]1	21%[86.2 µM]
CC(C)CCN1CCC2(CC1)CC(C(C)C)=NO2	-2%[86.2 µM]
COc1cccc(C2Cn3nnc(-c4nc(-c5cccc(C(F)(F)F)c5)no4)c3CO2)c1 (stereo not drawn)	-22%
O=C(c1cc(C2CC2)nn1-c1ccccc1)N1CCN(Cc2ccncc2)CC1	-10%
CC(C(=O)NCC1CCCO1)N1C(=O)COc2ccc(C(=O)COc3ccc(F)cc3F)cc21 (stereo not drawn)	5%
O=C(O)c1ccc(CSc2ncnc3c2cnn3Cc2ccccc2)cc1	34%
O=C(CNS(=O)(=O)c1ccc(F)cc1)N1CCCC1	10%
Clc1ccccc1CSc1nnc2c3ccccc3n(CCc3ccccc3)c2n1	-4%
COc1ccc(-c2nc(C#N)c(N3CCC(C(N)=O)CC3)o2)cc1OC	?
Cn1ccc(C(=O)NCc2nnc3n2C(C(=O)N2CCOCC2)CC3)n1 (stereo not drawn)	14%[115 µM]
CCOC(=O)NC(CNC(=O)c1ccc(C)cc1)CC(C)C (stereo not drawn)	17%
c1cnc(N2CC[C@H](c3nnc(-c4ccncc4)o3)C2)nc1	32µM*

A second format for 4 compounds above:
CC(=O)N1CCc2cc(C(=O)C(C)n3nnc(-c4ccccc4)n3)ccc21 (stereo not drawn)
- KDM5B inh = 19%

CC1=C[C@@H](CNC2CCOCC2)[C@H](C(C)C)C[C@H]1Cc1nc2ccccc2[nH]1
- KDM5B inh = 21%[86.2 µM]

CC(C)CCN1CCC2(CC1)CC(C(C)C)=NO2
- KDM5B inh = -2%[86.2 µM]

COc1cccc(C2Cn3nnc(-c4nc(-c5cccc(C(F)(F)F)c5)no4)c3CO2)c1 (stereo not drawn)
- KDM5B inh = -22%

Going on with the list.
mol	KDM5B inh
CN(CCc1ccccn1)C(=O)CN1CC2CC(C1)[C@H]1CCCC(=O)N1C2 (stereo partly drawn)	16%
COC1CCC12CCN(Cc1scnc1C)CC2 (stereo not drawn)	-14%
CCOC(=O)C1CCCN(CC(=O)Nc2cc(C)c3c(=O)oc4ccccc4c3n2)C1 (stereo not drawn)	-25%
CC(C)CN1C(=O)c2cccn2CC1C(=O)NCCCN1CCCC1=O (stereo not drawn)	-4%
Cc1c(C)c2cc(Cl)c(OC(C)C(=O)NCCN3CCOCC3)cc2oc1=O (stereo not drawn)	355%[activator]
COc1ccc(C(=O)N(Cc2sccc2C)C2CCS(=O)(=O)C2)cc1 (stereo not drawn)	6%
CN(C)/C=C(/C(=O)c1ccc(Cl)c(Cl)c1)c1nnnn1-c1ccccc1	-9%
O=C(c1ccncc1)N1N=C(C(F)(F)F)CC1(O)C(F)(F)F (stereo not drawn)	?
CCOC(=O)c1c(C)[nH]c(C)c1S(=O)(=O)N1CCCC(C(=O)N2CCN(c3ccccc3F)CC2)C1 (stereo not drawn)	-16%
Cc1ccc(NC(=O)c2oc3ccccc3c2C)cc1	-19%
CCCc1cc(=O)c2c(O)ccc(OC)c2o1	-8%
CCn1nc(C)c(CN2C[C@@H](COC)[C@H](c3ccncc3)C2)c1C	13%
COc1ccc2cc(C(C)C(=O)NC3CC3)ccc2c1 (stereo not drawn)	27%
CCOc1ccccc1Oc1c(C)oc2cc(OS(C)(=O)=O)ccc2c1=O	14%
CCOC(=O)CN(CC1CC1)C(=O)Cc1ccc(C)s1	-7%
O=C1Nc2ccccc2C12CCN(S(=O)(=O)c1cccs1)C2 (stereo not drawn)	23%[86.2 µM]
CN1CCOc2c(C(=O)NCc3cnn(C)c3)cc(-c3ccc(CO)cc3)cc21	20µM*
O=C(c1cccnc1)N1CC[C@H](c2nnc(-c3cccnc3)o2)C1	2%[86.2 µM]
O=S(=O)(NCC1CCOCC1)c1ccc(F)c(F)c1	-6%
COc1ccccc1-c1cc(C(=O)N2CCOCC2)nn2cccc12	8%[149 µM]
CN1CC2(CCCN(C(=O)c3ccc(OC(F)F)cc3)CC2)OC1=O (stereo not drawn)	25%
COCCN1C(=O)CS(=O)(=O)C12CCN(C(=O)c1ccc3c(c1)OCO3)CC2	-10%
COc1cc(CN2CCC3(CC2)[C@H](O)C[C@@H]3OCCN)cc(OC)c1	1%
CCCCSc1ncc(CN2CCCC2c2ccc(C(N)=O)s2)cn1 (stereo not drawn)	-20%
CN(C)c1nc(NC2CC(c3cc(=O)[nH]c(C4CC4)n3)C2)ncc1F (stereo not drawn)	7%
CC(C)c1ccc(C(=O)Nc2cc(C(F)(F)F)ccc2Cl)cc1	6%
CC1CCCCN1C(=O)CN1CCC(c2cc3ccccc3[nH]2)CC1 (stereo not drawn)	0%
COC(=O)c1c(C)[nH]c(C(=O)C(C)OC(=O)c2ccc(O)cc2)c1C (stereo not drawn)	5%
O=C(NCC(F)(F)F)C1CCCN(c2nc3ncccc3o2)C1 (stereo not drawn)	22µM*
Cc1cc(C(=O)N2CCCC3(CNS(=O)(=O)c4cccnc4O3)C2)no1 (stereo not drawn)	-2%[115 µM]
COc1ccc(CNC(=O)CN2C(=O)CSc3ccc(S(=O)(=O)N(C)C)cc32)cc1	11%
COc1ccccc1-c1ccc2ncc(Nc3ccc(CCO)cc3)n2n1	0%[86.2 µM]
O=C(N/N=C/c1ccco1)C(O)c1ccccc1 (stereo not drawn)	-5%
CCC(=O)N1c2ccccc2CC1C(=O)NCc1ccccc1C (stereo not drawn)	-9%
CCC(C)c1ccccc1NC(=O)Cn1nc(C(=O)O)c2ccccc2c1=O (stereo not drawn)	-16%
O=C(NCc1cccnc1Oc1cccc(C(F)(F)F)c1)c1cccs1	19%
CCc1nc2c(c(-c3ccc(O)cc3)n1)CN(Cc1ccccc1OC)CC2	?
COc1ccc(N2CCN(C(=O)Cc3coc4ccc(C)cc34)CC2)cc1	1%
CN[C@H](C(=O)N[C@@H]1C=C(C(=O)N[C@H](Cc2c[nH]c3ccccc23)C(N)=O)C[C@@H](O)[C@@H]1O)C(C)C	-10%
CC(C)CN1CCOC[C@H](Oc2ccccc2)C1	-6%[115 µM]
COc1ccc(NC(=O)CSc2nccn2C2CCCC2)cc1OC	-12%
COc1ccc(NS(=O)(=O)c2ccc(NS(=O)(=O)c3ccc4c(c3)OCCO4)cc2)cc1	-23%
COCCOC1CCN(C(=O)NCc2ccc(C)cc2)CC1	-20%
N#Cc1cccc(/C=C/C(=O)NCCc2cccs2)c1	-10%
CC1CN(S(=O)(=O)c2cccc(C(F)(F)F)c2)C(C)N1C(=O)N1CCOCC1 (stereo not drawn)	22%
Fc1ccc(OC2CN(Cc3cccc4ccccc34)C2)cc1F	-14%[149 µM]
Fc1ccc(-c2ccc(CNCC3CCNCC3)o2)cc1	-6%
Cc1cccc(C(=O)N2CCC3(CC2)CC(N(Cc2ccc(F)cc2)C2CC2)CCO3)c1 (stereo not drawn)	20%
O=C(O)CN(Cc1ccc(Br)cc1)S(=O)(=O)c1ccc(Cl)cc1	-8%
COc1ccccc1-c1cnc2n[nH]c(-c3sccc3C)c2n1	?
COc1cc(-c2cc(OC)c3c(C)oc(C)c3c(=O)c2)ccc1OC(=O)c1ccccc1Cl	?
Cc1ccc(CN(C)C(=O)CS(=O)(=O)Cc2nc(-c3ccccc3)oc2C)cc1	10%
Cc1ccc(SCCNC(=O)CC2C=CCC2)cc1C (stereo not drawn)	2%
Cc1ccc(-c2cc(Nc3ccc(C(=O)N(C)Cc4ccccc4)cc3)ncn2)cc1	?
COc1ccc(C2Cn3cnc(C(=O)N4CCC(C(=O)NC(C)c5ccccc5)CC4)c3CO2)cc1 (stereo not drawn)	1%
N#Cc1cccc(NC(=O)CCc2ncc(-c3ccc(Cl)cc3)o2)c1	?
O=C(C1CCC1)N1CCC(n2cnnc2C2CC2)CC1	-14%
CCC(c1cccs1)N1C(=O)[C@H]2CN(S(=O)(=O)c3cc(F)ccc3F)C[C@H]2C1=O (stereo partly drawn)	20%
O=C(c1ccccc1F)N1CCC(Oc2cccnc2)C1 (stereo not drawn)	?
COc1ccc(S(=O)(=O)Nc2ccc(Nc3nc(C)cc(N(C)C)n3)cc2)cc1C	-32%

Following part
mol	KDM5B inh
COc1ccc(NC(=O)C(NC(=O)Cc2cccs2)c2ccc(OC)cc2)cc1 (stereo not drawn)	-1%
COc1ccc(C(=O)N2CCC3(CC2)NC(=O)N(c2cccc(F)c2)N3)cc1F	2%
O=C1CCN(C(=O)c2ccsc2)CCCC(c2nc(-c3cccnc3)no2)CCN1 (stereo not drawn)	-14%
CN(C)Cc1cc(CC2(NCc3cc4ccccc4o3)COC2)no1	2%[86.2 µM]
O=C(Nc1cc(Cl)ccc1Cl)C1=C(c2ccccc2)S(=O)(=O)CCO1	19%
CCc1noc(-c2ccn3c(CNC(=O)Cc4c[nH]c5ccccc45)nnc3c2)n1	?
CSc1cccc(NC(=O)C2CCN(S(=O)(=O)c3ccc4[nH]c(=O)ccc4c3)CC2)c1	-8%
COc1cc(OC)c(NC(=O)c2cc(C)nc3c2c(C)nn3-c2ccc(C)cc2)cc1Cl	-1%
Cc1ncc(CO)c2c1Oc1nc(-c3ccccc3Cl)nc(SCc3ccccc3F)c1C2	?
